Glioma ERSR ind: ER stress response induction in glioma; Potency, µM, without a hit: at the highest dose activation, usual class: activators; U87-MG GRP78 promoter luciferase reporter, 16 h; actives 0.02% (n = 420,000); note: potency is the fitted concentration of half-maximal effect; series mostly up to about 76 µM; % of control where 0% means no effect; nearly all actives have a fitted effect of over 35% in size
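Stably transfected U87-MG glioma cells carrying a GRP78-based luciferase sensor; 16 h compound incubation. Luminescence end-point read 10 min after Bright-Glo addition at room temperature.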
D1 PAM: potentiators of human D1 dopamine receptor. AID 504651. P21728. actives 0.036% (n = 360,000). potentiation, % at 10 µM. HEK293 TREx D1 cells, calcium flux, dopamine EC20 potentiation; in the data active = potentiation above about 30%; note: 0% is about no effect
D1 antag: blocks dopamine activation of the human D1 receptor; P21728; HEK293 TREx D1 cells, calcium flux, dopamine EC80; hits give low values; activity change, negative = inhibition, % at 10 µM; actives 3.2% (n = 360,000); in the data active = activity change below about -30%; note: % is set by controls: 0 for no effect and ±100 for the full control effect
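Calcium flux readout: force-coupled, inducible Hek293 Trex D1 line, cells induced overnight at 30 C with tetracycline, dye-loaded 30–90 min at RT. Antagonism scored against EC80 dopamine challenge given 180 s after compound.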
D1 ag: activates the human D1 dopamine receptor; AID 504660; HEK293 T-REx D1 cells, calcium flux, agonist mode; actives 1% (n = 360,000); activation, % at 2 µM; P21728; in the data active = activation above about 30%; note: 0% is about no effect
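Inducible HEK293 T-REx D1 cells, force-coupled to calcium signalling, were plated at 4000 cells/well with tetracycline and held overnight at 30 C. After no-wash calcium dye loading, compound-evoked calcium rise over 180 s flagged agonists.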
RXFP1 agonist: agonists of human relaxin receptor RXFP1. AID 2676. HEK293T-RXFP1 cAMP TR-FRET, 30 min; response scale: percent of porcine relaxin response, buffer zero. Q9HBX9. Potency, µM (highest dose often 57.5 µM), for inactives: at the top dose activation, most hits filed as activators. actives 0.3% (n = 370,000); note: potency is the fitted concentration of half-maximal effect; % is set by controls: 0 for no effect and ±100 for the full control effect; nearly all actives have a fitted effect of over 60% in size; many of its hits are not listed in these tables
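HEK293 cells stably expressing RXFP1, treated 30 min at 37C with compounds plus PDE4 inhibitor Ro 20174; cAMP measured by HTRF TR-FRET. Normalized to buffer and 29 nM porcine relaxin; EC50 by Hill fit.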
Vif-APOBEC3G blk: Vif-A3G binding inhibition; HeLa A3G-eYFP + Vif (tagged APOBEC3G with the HIV-1 protein that degrades it), YFP fluorescence, overnight; Q9HC16; Potency, µM (titrated, usually from 46.1 µM), without a hit: top-dose activity, negative = active, actives largely listed as inhibitors; actives 0.076% (n = 410,000);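 note: potency is the fitted concentration of half-maximal effect; % is set by controls: 0 for no effect and ±100 for the full control effect; nearly all actives have a fitted effect of over 60% in size; hits raise eYFP signal because A3G escapes Vif-driven loss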
Target sequence (Q9HC16 whole entry, looked up): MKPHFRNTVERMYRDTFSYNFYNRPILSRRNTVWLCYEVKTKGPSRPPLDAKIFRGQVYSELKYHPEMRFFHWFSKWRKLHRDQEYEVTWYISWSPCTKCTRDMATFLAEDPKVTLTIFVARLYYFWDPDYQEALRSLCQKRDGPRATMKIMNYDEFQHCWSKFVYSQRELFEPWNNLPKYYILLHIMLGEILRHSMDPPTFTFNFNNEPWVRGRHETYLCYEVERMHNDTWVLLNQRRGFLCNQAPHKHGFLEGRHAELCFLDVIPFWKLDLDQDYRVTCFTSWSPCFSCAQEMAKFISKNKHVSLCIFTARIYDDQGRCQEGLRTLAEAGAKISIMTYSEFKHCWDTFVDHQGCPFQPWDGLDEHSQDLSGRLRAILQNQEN
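HeLa cells stably expressing Vif and C-terminally eYFP-tagged A3G, seeded overnight at 37 deg C, then exposed to compound by pintool overnight at 37 deg C. Rise in yellow fluorescence (Ex 488/Em 500-530, Acumen) marks blocked Vif-driven A3G degradation.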
Vif-APOBEC3F blk: inhibitors of Vif-A3F interaction; AID 602313; HeLa A3F-eYFP + Vif (tagged APOBEC3F with the HIV-1 protein that degrades it), YFP fluorescence increase; actives 0.2% (n = 390,000); Potency, µM (series often up to 46.1 µM), without a hit: top-dose activity, negative = active; note: potency is the fitted concentration of half-maximal effect; % of control where 0% means no effect; nearly all actives have a fitted effect of over 65% in size
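HeLa cells stably expressing Vif plus C-terminally eYFP-tagged A3F were seeded, incubated overnight at 37 deg C, dosed with compound, incubated overnight again at 37 deg C. Yellow fluorescence (Ex 488/Em 500-530) reported blocked Vif-mediated A3F-eYFP degradation.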
LDHA block: blocks human lactate dehydrogenase A | purified LDHA, NADH/diaphorase-resazurin fluorescence; hits give low values | activity change, % (values are at about 110 or 230 µM) | actives 0.15% (n = 480,000) | AID 1347041; in the data active = activity change below about -30%; inconclusive = mostly about -25% to -30%;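 note: plate controls were DMSO wells for no effect and wells without enzyme for full effect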
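Enzyme activity of human lactate dehydrogenase 5 (2 nM; 0.06 mM NADH, 0.2 mM pyruvate, 5 min, RT) is measured via a resazurin/diaphorase fluorescence readout of residual NADH.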
D2 PAM: positive allosteric modulators of human D2 dopamine receptor; P14416; HEK293 T-REx D2, calcium flux, EC20 dopamine potentiation; potentiation, % at 10 µM; actives 0.34% (n = 340,000); AID 485347;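 active = potentiation over 3 SD above the plate norm, cut at about 30% in these data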; note: 0% is about no effect
Target sequence (P14416 whole entry, looked up): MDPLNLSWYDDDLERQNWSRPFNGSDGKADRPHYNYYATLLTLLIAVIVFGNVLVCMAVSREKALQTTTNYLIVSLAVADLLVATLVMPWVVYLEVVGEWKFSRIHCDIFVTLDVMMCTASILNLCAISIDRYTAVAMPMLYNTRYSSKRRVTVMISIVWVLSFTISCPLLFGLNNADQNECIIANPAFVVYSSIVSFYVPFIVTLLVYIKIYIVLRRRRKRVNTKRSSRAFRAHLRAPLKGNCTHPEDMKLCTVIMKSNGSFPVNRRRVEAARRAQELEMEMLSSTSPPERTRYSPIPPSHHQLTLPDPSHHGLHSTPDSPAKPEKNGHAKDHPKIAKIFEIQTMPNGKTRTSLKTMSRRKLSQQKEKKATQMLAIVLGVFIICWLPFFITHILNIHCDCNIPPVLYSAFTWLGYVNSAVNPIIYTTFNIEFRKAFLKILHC
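Tetracycline-induced Hek293 Trex D2 cells, force-coupled to calcium, loaded with no-wash calcium dye. Compound added with 180 s kinetic read for agonism, then EC20 dopamine and a further 180 s read for potentiation.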
Active calls of the source: *; ? = inconclusive; . = no result given; & = joins results of further samples; [ ] = remark or other dose. Unless noted, calls come from the whole dose curve; as a rule, active = well fitted curve in the direction sought with a large enough effect; inconclusive = small, poorly fitted or top-dose-only effect, or another doubt; inactive = no such curve, though single readings can be large; an effect the other way counts as inactive or inconclusive.

SMILES | Glioma ERSR ind | D1 PAM | D1 antag | D1 ag | RXFP1 agonist | Vif-APOBEC3G blk | Vif-APOBEC3F blk | LDHA block | D2 PAM
N#Cc1cc2cc3c(cc2nc1SCC(=O)N1CCCC1)OCCO3 | -1% | . | -2 | 11 | 5.9% | 0% | 25% | -9 | .
COC(=O)COc1ccc(S(=O)(=O)Nc2cc(OC)ccc2OC)cc1 | . | -1 | -21 | 5 | -1.0% | . | . | . | -4
Cc1cccc(NC(=O)CSc2nnc3ccc(-c4ccccn4)nn23)c1 | -4% | -4 | -7 | 0 | 2.7% | -4% | -7% | 0 | 6
COCc1[nH][nH]c(=O)c1/C=N/N1CCOCC1 | 1% | -3 | -6 | 4 | 2.6% | 7% | -9% | 0 | 0
O=C(c1cc2ccccc2oc1=O)N(Cc1ccco1)C1CCS(=O)(=O)C1 (configuration not stated) | 1% | 0 | 8 | 2 | 0.4% | -6% | -1% | 0 | -2
O=C(CCN1C(=O)COc2ccccc21)NCCCN1CCN(c2ccccc2F)CC1 | -2% | -5 | -40* | 0 | 0.1% | 1% | 3% | -2 | -26
CC(C)[C@@H](N)C(=O)NC[C@H]1O[C@@H](n2cnc3c(N)ncnc32)[C@H](O)[C@@H]1O | -2% | . | . | . | . | -2% | 9% | -9 | .
Oc1ccc(Cl)cc1C1=NNC(c2ccc(Cl)cc2)C1 (configuration not stated) | 6% | -1 | -22 | 4 | 0.5% | -20% | -25% | -7 | -8
CCOC(=O)c1c(C)oc2c(F)c(F)c(F)c(F)c2c1=O | -12% | -1 | -6 | 2 | 0.6% | ? | -21% | 5 | 6
CC(C)C(=O)N1CCN(c2ccc(NC(=O)c3cccs3)cc2)CC1 | 4% | -4 | 13 | 0 | -2.1% | 1% | . | 1 | 0
O=C(COC(=O)c1cc(-c2ccc(Cl)s2)nc2ccccc12)NCc1ccco1 | 0% | -4 | -8 | 0 | 4.6% | -12% | -4% | -1 | -8
CC(=O)c1cccc(-c2csc3ncnc(Sc4nnnn4C)c23)c1 | -12% | 5 | -3 | 1 | . | ? | . | -5&-4 | .
COc1ccc(C(=O)COC(=O)C(CCSC)NS(=O)(=O)c2ccc(Cl)cc2)cc1 (configuration not stated) | -2% | 1 | -26 | 7 | 1.7% | 0% | 2% | -1 | 2
NC(=NCCc1ccccc1)c1cccc([N+](=O)[O-])c1 | -5% | -2 | -1 | 8 | 1.0% | -5% | -2% | -4 | 4
CCC(=O)NC(Nc1nc2ccc(C)cc2s1)(C(=O)OC)C(F)(F)F (configuration not stated) | -3% | 1 | . | 1 | -3.1% | -10% | -1% | -3 | -10
COc1ccc(CS(=O)(=O)/C(Cl)=C(/Cl)C(=O)Nc2ccc(OC)nc2)cc1 | -17% | -8 | -22 | 3 | -0.1% | ? | -9% | -4 | -12
O=C(NCCc1ccco1)c1ccc(OCc2cn3ccccc3n2)cc1 | -4% | . | . | . | . | -12% | 0% | -7 | .
Cc1ccccc1NC(=O)CSc1nnc(-c2ccco2)c(-c2ccco2)n1 | -1% | 2 | -2 | 2 | -2.6% | -12% | . | 13 | 1
Cc1ccc(CCNC(=O)CN(c2ccc(C(C)C)cc2)S(=O)(=O)c2c(C)nn(C)c2C)cc1 | -3% | -2 | -5 | 3 | 2.4% | 2% | 3% | -2 | -4
O=C(NC(=S)Nc1ccc(S(=O)(=O)Nc2nccs2)cc1)c1ccccc1 | -4% | -2 | 7 | 4 | 6.2% | -5% | -7% | -5 | 0
COc1ccc(NC(=O)c2cc(-c3cccnc3)nc3c(C)c(C)ccc23)c(OC)c1 | -6% | 1 | 4 | 1 | 0.4% | -3% | -1% | 3&-3 | 2
CC1(C)CC(=O)C2=C(C1)O[C@@]1(CCCCN3C(=O)c4ccccc4C3=O)Cc3ccccc3C2O1 | . | -5 | -8 | 2 | -0.6%[11.5 µM] | . | . | . | .
Cc1ccccc1NC(=O)N1CCN(c2ncccn2)CC1 | 2% | -3 | 2 | 1 | 4.7% | -4% | 1% | 2 | 0
Cc1ccc(-n2c(CCC(=O)O)ccc2-c2cccs2)cc1Cl | 0% | -1 | -57* | 16 | 6.0% | -4% | -6% | 1 | 0
CC(=O)c1ccc(NC(=O)C2CCCN2S(=O)(=O)c2ccc(C)cc2)cc1 (configuration not stated) | 0% | 0 | 4 | 2 | 0.7% | 0% | 0% | -9 | -7

Further structures.
SMILES | Glioma ERSR ind | D1 PAM | D1 antag | D1 ag | RXFP1 agonist | Vif-APOBEC3G blk | Vif-APOBEC3F blk | LDHA block | D2 PAM
COc1ccc(N2CC(C(=O)N(CC(C)C)c3c(N)n(Cc4ccccc4)c(=O)[nH]c3=O)CC2=O)c(OC)c1 (configuration not stated) | -2% | -7 | 4 | 2 | 0.3% | 0% | -13% | -1 | 15
O=C(N/N=C/c1ccc(O)c(O)c1)N/N=C/c1ccc(O)c(O)c1 | -1% | -4 | -4 | 1 | 1.2% | 2% | -16% | 12 | 2
N#Cc1nc(COc2ccccc2)oc1N1CCCCCC1 | -1% | 1 | 0 | 0 | 3.0% | -4% | 3% | 12&-2 | 1
O=C1NCCOC(=O)[C@@H](Cc2ccc(F)cc2)CC/C=C/C[C@@H]1CC(=O)N(CCO)Cc1ccccc1 | -2% | . | . | . | . | -1% | 0% | -3 | .
CCSc1ncnc2sc(C)c(C)c12 | -2% | -6 | 3 | 12 | 4.3% | 1% | 0% | 1 | -6
COc1ccccc1N1CCN(C(=O)CCS(=O)(=O)c2cc(Br)cc3c2N(C(C)=O)CC3)CC1 | -2% | 0 | 0 | 1 | -4.5% | 1% | 6% | -8 | 11
Fc1ccc(-c2ccc(CNCc3ccccn3)o2)cc1Cl | 1% | 2 | -7 | 5 | 2.5% | -3% | -24% | 0 | -9
CCOC(=O)C1=C(Cc2ccc(F)cc2)C(=O)c2ccccc2C1=O | ? | -2 | -5 | 13 | -0.8% | ? | 25µM* | 61 | 2
CCCSC1=C(C#N)C(c2cccs2)CC(=O)N1 (configuration not stated) | 1% | -13 | -20 | 5 | 18% | 2% | -13% | 0 | -7
O=C(NCCC1CCCCN1S(=O)(=O)c1ccc(Cl)cc1)C(=O)NCc1ccncc1 (configuration not stated) | -5% | 0 | 9 | 2 | 0.0% | 2% | 7% | -2 | 4
CCCCn1c(=O)[nH]c2ccccc21 | -3% | . | 5 | 5 | 0.0% | 0% | 0% | -3 | -11
CCOC(=O)C1CCCN(C(=O)c2nn(-c3ccc(OC)cc3)c(=O)c3c2c2ccccc2n3C)C1 (configuration not stated) | . | -2 | -18 | 5 | 6.0% | . | . | -2 | -4
COC(=O)c1cnn(-c2ccc(C(=O)Nc3cccc(C(C)=O)c3)cc2)c1N | -6% | -8 | -7 | 4 | 1.3% | 1% | 0% | -13 | 9
Cc1cc(NC(=O)C(C)C)n(-c2nc3ccccc3s2)n1 | 0% | -3 | 34 | 12 | 7.5% | -1% | -11% | -7 | 1
c1ccc(N2CC3COc4ccccc4C3=N2)cc1 (configuration not stated) | 6% | . | . | . | . | -5% | -1% | -2 | .
O=C(NCCCN1CCN(c2cccc(Cl)c2)CC1)Nc1ccccc1C(F)(F)F | -1% | -1 | -55* | 32* | -0.7% | 4% | -1% | -2 | -28
CCc1ccc(OCc2nnc(SCC(=O)NCC3CCCO3)n2C)cc1 (configuration not stated) | -5% | -5 | -1 | 1 | 0.7% | -2% | 4% | -12 | -7
CCn1ncc(Br)c1C(=O)Nc1ccccc1OC | -6% | -10 | -14 | 1 | 1.2% | -5% | 8% | -3 | 0
CC1C(=O)N2CCCc3cc(NC(=O)C(=O)NCc4ccc5c(c4)OCO5)cc1c32 (configuration not stated) | -2% | -5 | -1 | 1 | 0.0% | -1% | 3% | -2 | -5
COc1ccc(C(NC(C)=O)c2cc(Cl)c3cccnc3c2O)cc1 (configuration not stated) | -3% | -5 | -4 | 4 | 0.3% | -25% | ? | 6 | 8
CCc1cc(C(=O)NCc2ccc(F)cc2)no1 | 9% | 1 | 2 | -1 | -1.0% | 1% | 3% | -9 | -9
CCCOC(=O)C1C2C=CC3(CN(c4cccc(Cl)c4)C(=O)C13)O2 (configuration not stated) | 1% | 0 | 3 | 1 | 2.7% | -8% | -3% | -7 | -6
O=C(Nc1ccc(S(=O)(=O)Nc2nccs2)cc1)c1cc(-c2ccccc2)nc2ccccc12 | -7% | 7 | -1 | 4 | -0.6% | -5% | 7% | -5 | 3
CCc1nc2sc3c(c2c(=S)[nH]1)CC(C)(C)OC3 | 1% | 2 | 7 | -1 | 20% | 3% | -12% | -9 | 2
CCN(CC)CC(C)CNC(=O)CC(C(=O)N1CCc2ccccc21)n1ccnc1 (configuration not stated) | 0% | -4 | -11 | 0 | -3.3% | -5% | -1% | -11 | 9
CCC(=O)N1c2ccccc2CC1C(=O)NCCc1ccccc1 (configuration not stated) | -4% | 0 | 4 | -1 | 2.3% | -4% | -3% | -7 | -5
CCc1ccccc1NC(=O)CCCN1C(=O)COc2ccc(C)cc21 | . | -2 | -2 | -1 | -0.6% | . | . | -13 | -9
CCOc1ccc(OCC)c(NC(=O)CSc2nc3c(c(=O)n(C)c(=O)n3C)n2C)c1 | . | 0 | -4 | 2 | 1.3% | . | . | . | 9
O=C(COC(=O)[C@@H]1CC(O)CN1S(=O)(=O)c1ccc(Cl)c(Cl)c1)NC(=O)NCc1ccccc1 (some centres not stated) | -1% | . | . | . | . | 2% | 0% | -2 | .
CCCc1cc(=O)oc2cc(C)cc(OC(C)C(=O)NCc3ccccn3)c12 (configuration not stated) | -2% | -5 | -20 | 2 | 4.4% | -2% | 5% | -1 | -4

Three structures already listed, sorted by SMILES length, smallest number first:
SMILES | Glioma ERSR ind | D1 PAM | D1 antag | D1 ag | RXFP1 agonist | Vif-APOBEC3G blk | Vif-APOBEC3F blk | LDHA block | D2 PAM
c1ccc(N2CC3COc4ccccc4C3=N2)cc1 (configuration not stated) | 6% | . | . | . | . | -5% | -1% | -2 | .
CCN(CC)CC(C)CNC(=O)CC(C(=O)N1CCc2ccccc21)n1ccnc1 (configuration not stated) | 0% | -4 | -11 | 0 | -3.3% | -5% | -1% | -11 | 9
COc1ccccc1N1CCN(C(=O)CCS(=O)(=O)c2cc(Br)cc3c2N(C(C)=O)CC3)CC1 | -2% | 0 | 0 | 1 | -4.5% | 1% | 6% | -8 | 11

Not all compounds are listed, so the mix of outcomes need not match the whole.
